Rab7 wt GTP bind = modulators of GTP binding to Rab7, primary screen, biochemical, wildtype, multiplex bead flow cytometry; Rab7 GTPase wild type (dog), Bodipy-FL-GTP binding; GTP binding activity (percent of control), % at 10 µM; hit rate 0.055% among 190,000; GST-Rab7 beads, fluorescent GTP binding; actives lie on both sides; untreated = 100%, excess cold GTP = 0%;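 active = fluorescent GTP binding to Rab7 beads changed by at least 20 points from the 100% baseline, either direction, mostly lower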;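 also: median green fluorescence of bound Bodipy-FL-GTP per Rab7 bead population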
Mcl1-Noxa inh = Mcl-1/Noxa binding inhibitors, primary screen, biochemical, TR-FRET, 1536-well. Induced myeloid leukemia cell differentiation protein Mcl-1 (Homo sapiens), Q07820. TR-FRET Mcl-1/Noxa peptide binding, 2 h. inhibition, % at 21.7 µM. hit rate 1.5% among 220,000;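 active = compounds that cut the protein-peptide binding signal by more than 50% relative to plate controls in a single-dose test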;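 also: His-tagged Mcl-1 with rhodamine Noxa BH3 peptide and terbium anti-His antibody; 0% = Mcl-1 plus Noxa peptide wells and 100% = peptide-only wells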
Target sequence (Q07820 whole entry, looked up): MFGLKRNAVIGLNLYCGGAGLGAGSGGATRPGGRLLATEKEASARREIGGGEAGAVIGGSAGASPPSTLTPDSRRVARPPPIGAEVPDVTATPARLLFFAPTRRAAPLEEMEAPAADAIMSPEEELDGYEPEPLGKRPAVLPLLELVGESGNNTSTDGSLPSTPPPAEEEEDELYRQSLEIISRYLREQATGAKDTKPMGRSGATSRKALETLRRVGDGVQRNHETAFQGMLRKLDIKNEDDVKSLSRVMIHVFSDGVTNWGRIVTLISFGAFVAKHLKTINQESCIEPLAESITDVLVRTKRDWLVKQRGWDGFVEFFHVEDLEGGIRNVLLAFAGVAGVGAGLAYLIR
Cdc42 wt GTP = modulators of GTP binding to wildtype Cdc42, primary screen, biochemical, multiplex bead flow cytometry, Bodipy-GTP; Cell division control protein 42 homolog (Homo sapiens), P60953; GST-Cdc42 beads; actives lie on both sides; percent activity (GTP binding), % at 10 µM; hit rate 0.2% among 190,000; AID 761, 2007;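 active = percent activity GTP binding at least 20 points away from the 100% baseline, either down as inhibitor or up as activator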;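 also: median bead fluorescence of bound Bodipy-FL-GTP at 100 nM; 0% = excess unlabeled GTP control and 100% = no compound control; below 100% means less GTP binding so inhibitor and above means activator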
Target sequence (P60953 whole entry, looked up): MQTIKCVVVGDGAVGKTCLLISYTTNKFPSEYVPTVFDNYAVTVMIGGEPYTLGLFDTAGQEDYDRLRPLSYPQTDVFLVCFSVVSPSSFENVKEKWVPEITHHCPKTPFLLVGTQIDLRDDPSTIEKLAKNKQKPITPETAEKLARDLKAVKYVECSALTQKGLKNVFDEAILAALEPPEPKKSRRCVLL
Pf gamet viab = late stage P. falciparum gametocyte viability inhibitors, primary screen, ATP luminescence, HTS; P. falciparum stage V gametocytes, 24 h; inhibition, % at 10.9 µM; hit rate 0.065% among 150,000;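 active = inhibition above the mean plus 3 SD of compounds within the control limits, set per campaign, cut at about 38% in these data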;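 also: 0% = DMSO wells and 100% = medium only without gametocytes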
Rac1 wt GTP bind = wildtype Rac1 GTP binding modulators, primary screen, biochemical, GST-Rac1 beads, flow cytometry, multiplex; Ras-related C3 botulinum toxin substrate 1 (Homo sapiens), P63000; fluorescent GTP binding; actives lie on both sides; 0 = cold GTP competed, 100 = untreated; GTP binding activity (% of control), % at 10 µM; hit rate 0.27% among 190,000;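 active = GTP binding activity at least 20 points away from the 100% control level, either lower or higher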
Rab2A wt mod = modulators of GTP binding to Rab2A wildtype, primary screen, biochemical, dog, bead-based flow cytometry, multiplex | Ras-related protein Rab-2A (Canis lupus familiaris), P61105 | GST-Rab2 wt beads, Bodipy-GTP binding | GTP binding activity, % at 10 µM | hit rate 0.19% among 190,000 | AID 760, 2007;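 active = GTP binding activity at least 20 points away from 100%, either lowered or raised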;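 also: 0% = beads with excess unlabeled GTP and 100% = no-compound control corrected for plate trend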
Mcl1 Bid PPI = Mcl-1/Bid binding inhibitors, primary screen, biochemical, TR-FRET, 1536-well | inhibition, % at 21.7 µM | hit rate 0.97% among 220,000 | Induced myeloid leukemia cell differentiation protein Mcl-1 (Homo sapiens), Q07820 | AID 1021, 2008 | TR-FRET Mcl-1/Bid-Dy647 peptide binding;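 active = compounds that cut the binding signal by more than half at the single screening dose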;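 also: His-tagged Mcl-1 with europium anti-His antibody binding Bid BH3 peptide; 0% = Mcl-1 plus peptide wells and 100% = peptide-only wells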
Avidin fluor = green autofluorescence of compounds with avidin beads – biophysical, 488/530 nm, flow cytometry, artefact control, profiling panel. AID 1775, 2009. fluorescence (KMESF) at 10 µM. hit rate 0.38% among 220,000. compound fluorescence 488/530 nm; active compounds read high; in the data active = fluorescence above about 47; also: inactives centre near 10
HRas wt GTP = modulators of GTP binding to HRas wildtype, primary screen, biochemical, bead-based flow cytometry, multiplex | hit rate 0.14% among 190,000 | AID 759, 2007 | GTP binding activity, % at 10 µM | GTPase HRas (Homo sapiens), P01112 | GST-Ras wt beads, Bodipy-FL-GTP binding; actives lie on both sides;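 active = GTP binding activity at least 20% away from the 100% baseline, either lowered as inhibitor or raised as activator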;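 also: 0% = unlabeled GTP competition control and 100% = no-compound control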
Target sequence (P01112 whole entry, looked up): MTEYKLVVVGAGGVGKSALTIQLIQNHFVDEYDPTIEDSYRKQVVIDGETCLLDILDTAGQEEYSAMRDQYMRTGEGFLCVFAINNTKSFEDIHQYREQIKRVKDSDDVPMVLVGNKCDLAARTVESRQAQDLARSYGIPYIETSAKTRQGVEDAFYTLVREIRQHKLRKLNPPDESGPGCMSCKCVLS
Rac1 act GTP bind = GTP binding modulators of activated mutant Rac1, primary screen, biochemical, bead-based flow cytometry, multiplex, fluorescent GTP; Ras-related C3 botulinum toxin substrate 1 (Homo sapiens), P63000; percent activity (GTP binding), % at 10 µM; hit rate 0.11% among 190,000; GST-Rac1 activated beads; actives lie on both sides; 100% means binding = to untreated wells;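 active = GTP binding at least 20 percentage points away from the 100% baseline, in either direction, so actives lie on both sides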
Bim-Mcl-1 = inhibitors of Bim peptide binding to Mcl-1, primary screen, biochemical, bead-based flow cytometry, multiplex; Induced myeloid leukemia cell differentiation protein Mcl-1 (Homo sapiens), Q07820; inhibition, % at 10 µM; Bim peptide-Mcl-1 binding; hit rate 0.1% among 190,000; in the data active = inhibition above about 40%;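 also: 0% = no compound tracer wells and 100% = peptide blocker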
Starred values were filed as active, the others as inactive; · = no result given.

Preview (8 entries):
Structure,Rab7 wt GTP bind,Mcl1-Noxa inh,Cdc42 wt GTP,Pf gamet viab,Rac1 wt GTP bind,Rab2A wt mod,Mcl1 Bid PPI,Avidin fluor,HRas wt GTP,Rac1 act GTP bind,Bim-Mcl-1
O=C(CN1CCCCC1)N/N=C/c1ccccc1OCc1ccccc1,100,12,105,12,104,101,-30,4,100,100,-6
Cc1cc(Br)ccc1OCC(=O)N1CCCCCC1,101,18,102,·,103,97,-11,10,101,100,0
CC1CN(C)C(C)C/C1=N\Oc1ccc([N+](=O)[O-])cc1 (configuration not stated),99,15,100,-15,100,98,8,12,98,98,3
Cc1ccc(CNC(=S)NCc2ccncc2)cc1,108,4,105,-22,106,106,-16,9,102,100,-1
COc1ccc(OC)c(-c2cc(C(=O)N3CCCc4ccccc43)no2)c1,97,14,101,·,105,98,-3,24,101,99,-4
Cc1ccc(NC(=O)CS(=O)CC(=O)NC(C)CCc2ccco2)cc1Cl (configuration not stated),95,15,99,2,102,100,-16,72*,99,97,-3
O=CN1CCc2scc[n+]2-c2ccccc21,98,9,101,15,101,98,-30,5,99,95,-2
CCOc1ccc(OCCCCn2cnc3ccccc3c2=O)cc1,95,9,100,24,94,93,-15,9,94,92,1

Main list (from the top)
Structure,Rab7 wt GTP bind,Mcl1-Noxa inh,Cdc42 wt GTP,Pf gamet viab,Rac1 wt GTP bind,Rab2A wt mod,Mcl1 Bid PPI,Avidin fluor,HRas wt GTP,Rac1 act GTP bind,Bim-Mcl-1
O=C(CN1CCCCC1)N/N=C/c1ccccc1OCc1ccccc1,100,12,105,12,104,101,-30,4,100,100,-6
Cc1cc(Br)ccc1OCC(=O)N1CCCCCC1,101,18,102,·,103,97,-11,10,101,100,0
CC1CN(C)C(C)C/C1=N\Oc1ccc([N+](=O)[O-])cc1 (configuration not stated),99,15,100,-15,100,98,8,12,98,98,3
Cc1ccc(CNC(=S)NCc2ccncc2)cc1,108,4,105,-22,106,106,-16,9,102,100,-1
COc1ccc(OC)c(-c2cc(C(=O)N3CCCc4ccccc43)no2)c1,97,14,101,·,105,98,-3,24,101,99,-4
Cc1ccc(NC(=O)CS(=O)CC(=O)NC(C)CCc2ccco2)cc1Cl (configuration not stated),95,15,99,2,102,100,-16,72*,99,97,-3
O=CN1CCc2scc[n+]2-c2ccccc21,98,9,101,15,101,98,-30,5,99,95,-2
CCOc1ccc(OCCCCn2cnc3ccccc3c2=O)cc1,95,9,100,24,94,93,-15,9,94,92,1

Following part:
Structure,Rab7 wt GTP bind,Mcl1-Noxa inh,Cdc42 wt GTP,Pf gamet viab,Rac1 wt GTP bind,Rab2A wt mod,Mcl1 Bid PPI,Avidin fluor,HRas wt GTP,Rac1 act GTP bind,Bim-Mcl-1
COc1ccccc1NS(=O)(=O)c1cc(NC(=O)CCNC(C)=O)ccc1C,108,-6,95,17,103,101,-16,22,103,97,-1
O=C(NC(Nc1nc2ccccc2s1)(C(F)(F)F)C(F)(F)F)c1ccccc1,100,9,102,·,102,101,-1,38,102,99,1
O=C(Nc1ccccc1)C12CC3CC(C1)CC(n1cnc([N+](=O)[O-])n1)(C3)C2,86,0,94,·,92,93,-22,9,95,93,-2
Cc1cc(Nc2nc3ccccc3[nH]c2=O)n(-c2ccccc2)n1,91,-15,98,·,93,95,-5,14,96,95,-1
NC(=O)c1ccsc1NC(=O)COC(=O)COc1ccccc1F,105,8,101,9,105,100,-6,21,101,98,-4
CC(C)C(=O)c1cn(CC(=O)N2CCCc3ccccc32)c2ccccc12,98,10,104,·,103,100,-34,9,101,100,1
Cc1ccc(P(=O)(CSC(=N)N)c2ccc(C)cc2)cc1,101,13,102,·,109,104,-7,6,102,102,-5
CCc1nnc(NC(=O)CSc2nnc(-c3cccnc3)n2C)s1,104,8,102,-7,92,98,-22,9,98,96,0

The list goes on:
Structure,Rab7 wt GTP bind,Mcl1-Noxa inh,Cdc42 wt GTP,Pf gamet viab,Rac1 wt GTP bind,Rab2A wt mod,Mcl1 Bid PPI,Avidin fluor,HRas wt GTP,Rac1 act GTP bind,Bim-Mcl-1
CCN(CC)c1ccc(C2C3CCCCC3(O)CCN2CC(=O)N2CCCCC2)cc1 (configuration not stated),100,10,98,·,93,97,-58,10,98,94,3
CCOC(=O)C1=C(O)/C(=C/c2ccc(OCC(=O)O)c(OCC)c2)SC1=Nc1ccc(OC)cc1,93,13,95,5,99,91,-13,13,94,94,-1
CCOc1ccccc1OCCCC(=O)N1CCN(S(=O)(=O)c2ccc(C)cc2)CC1,108,4,108,18,112,104,-31,9,109,102,-2
CCOc1ccccc1OCCCC(=O)OCC(=O)Nc1cccc(Cl)c1,98,-12,100,-10,102,95,4,11,98,98,-2
CC(=Nc1ccccc1)c1sc2ccccc2c1O,101,3,97,-2,102,100,-14,9,99,98,-3
CCS(=O)(=O)Nc1cccc(C2=NN(S(=O)(=O)CC)C(c3ccccc3)C2)c1 (configuration not stated),112,-8,106,-14,106,107,-14,19,103,100,0
CCn1c(SCC(=O)Nc2nonc2C)nnc1-c1ccoc1C,101,-8,98,·,95,97,-12,41,98,98,-1
Cc1ccc(C(=O)NC(=S)Nc2ccc3[nH]c(=O)[nH]c3c2)cc1C,101,49,105,15,104,102,11,10,102,99,-2

Next part.
Structure,Rab7 wt GTP bind,Mcl1-Noxa inh,Cdc42 wt GTP,Pf gamet viab,Rac1 wt GTP bind,Rab2A wt mod,Mcl1 Bid PPI,Avidin fluor,HRas wt GTP,Rac1 act GTP bind,Bim-Mcl-1
O=C(COC(=O)C1CCN(S(=O)(=O)c2ccc3c(c2)OCCO3)CC1)Nc1ccccc1OC(F)F,98,10,99,·,101,97,-7,6,99,95,-2
COc1cc(/C=N/O)ccc1OCc1ccccc1Cl,102,-12,96,2,99,98,-8,8,96,96,0
O=C(COC(=O)CNS(=O)(=O)c1ccc2ccccc2c1)Nc1ccccc1Sc1ccccc1,99,6,99,·,106,100,-9,8,102,98,-7
CC(=O)c1ccc(NC(=O)Nc2ccc3c(c2)N(C)C(=O)CS3)cc1,101,61*,104,18,107,101,-19,10,101,99,-2
CCOC(=O)c1c(NC(=O)c2ccccc2N(C)S(=O)(=O)c2ccccc2)sc2c1CCCC2,97,8,97,-1,100,98,-26,13,98,97,53*
O=C(CSc1ccc(Br)cc1)Nc1ccccc1Oc1ccccc1,102,-4,104,7,106,100,-1,4,102,96,-6
Cc1ccc(NC(=O)COC(=O)C(NS(=O)(=O)c2ccc(Cl)cc2)C(C)O)c(Br)c1 (configuration not stated),93,9,98,2,101,96,-40,5,97,98,-1
COc1ccc(CCNC(=O)Cn2cnc3ccccc3c2=O)cc1OC,102,11,102,·,101,101,-6,10,103,101,-3

More compounds.
Structure,Rab7 wt GTP bind,Mcl1-Noxa inh,Cdc42 wt GTP,Pf gamet viab,Rac1 wt GTP bind,Rab2A wt mod,Mcl1 Bid PPI,Avidin fluor,HRas wt GTP,Rac1 act GTP bind,Bim-Mcl-1
CC1=NC(Nc2nc(C)c3ccccc3n2)=NC(C)(C)C1,94,11,98,·,96,95,17,12,95,94,-2
Cc1ccc(NC(=S)NCCc2c[nH]c3ccccc23)cc1,101,3,101,·,101,101,-40,15,100,100,0
O=S(=O)(NC(=NCCc1ccc(Cl)cc1)c1ccccc1Cl)c1cccs1,96,7,99,-15,99,97,-7,11,99,96,-2
CC1(C)SC2c3ccccc3C(=O)N2[C@@H]1C(=O)NCCCN1CCOCC1 (some centres not stated),99,26,103,-1,101,101,-9,11,101,100,-1
O=[N+]([O-])c1ccc(N2CCN(CCO)CC2)cc1Sc1nc2ccccc2[nH]1,95,-10,98,-3,99,96,-23,11,100,100,0
CN(C)c1cc[n+](CC(=O)Nc2c(Cl)cc(Cl)cc2Cl)cc1,98,-5,99,4,100,95,-17,8,98,97,-2
O=C(COC(=O)c1ccccc1N1C(=O)C2C3CCC(C3)C2C1=O)c1ccccc1 (configuration not stated),96,3,99,-8,101,98,-12,14,97,100,-2
CCCc1cc(=O)oc2cc(C)cc(OCc3nn[nH]n3)c12,99,18,99,·,96,96,21,39,99,96,-2
CC1CCN(C(=O)C(C)Sc2nc(-c3ccccc3)cc(C(F)(F)F)n2)CC1 (configuration not stated),98,-12,105,·,109,104,0,8,102,102,-3
COc1ccc(CCN2CC34C=CC(O3)C(C(=O)NCc3ccccc3Cl)C4C2=O)cc1OC (configuration not stated),101,1,108,·,102,100,-19,9,102,100,0

Screening data as filed in PubChem.
